# Compound activity as filed in PubChem BioAssay.
# PV pol inh: inhibitors of poliovirus RNA polymerase binding and polymerization | poliovirus polymerase elongation, fluorescence polarization; stronger effect = lower value | P03300 | % elongation, % (compound at 16.7 µg/mL) | 150,000 tested, 0.66% active; in the data active means % elongation below about 90%; further: some results filed as inactive read as strong as hits
# Target sequence (P03300 1749-2209 limits assumed): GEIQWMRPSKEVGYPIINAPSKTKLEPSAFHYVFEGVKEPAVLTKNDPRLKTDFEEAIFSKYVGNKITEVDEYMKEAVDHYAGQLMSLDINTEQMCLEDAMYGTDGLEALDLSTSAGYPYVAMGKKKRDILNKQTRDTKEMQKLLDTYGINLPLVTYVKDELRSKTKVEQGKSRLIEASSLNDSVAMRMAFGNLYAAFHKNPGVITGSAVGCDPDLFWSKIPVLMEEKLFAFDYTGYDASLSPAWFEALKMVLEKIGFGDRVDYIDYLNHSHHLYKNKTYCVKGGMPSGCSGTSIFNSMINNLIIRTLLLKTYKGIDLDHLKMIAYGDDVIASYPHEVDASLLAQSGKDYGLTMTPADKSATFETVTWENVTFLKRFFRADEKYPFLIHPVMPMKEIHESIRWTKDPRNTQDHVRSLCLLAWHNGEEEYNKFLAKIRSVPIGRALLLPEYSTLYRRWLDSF
# PV pol inh FP z-score: further read-out of PV pol inh, marked with its call; z-score; measured here: FP z-score; hits read low
# * = called active by the depositor; & = joins results of further samples. This is a subset; count on the stated rates, not on these rows.
SMILES,PV pol inh,PV pol inh FP z-score
COc1ccc(NC(=O)CC2(Cc3ccccc3)CCOC(C)(C)C2)cc1 (stereo not given),106,0.3
O=C(O)CNC(=O)CSc1ccccn1,104,0.1
N#CCCN(C(=O)Cc1noc2ccccc12)c1ccccc1,101,-0.4
CCC1Sc2ccccc2NC1=O (stereo not given),102,0.1
CCOC(=O)Cn1c(-c2c(Cl)cccc2Cl)noc1=O,107,0.3
CN(C)S(=O)(=O)c1ccc2c(c1)nnn2CCNC(=O)Nc1ccc(Br)cc1,111,1.1
Cc1cc(-c2ccc(NC(=O)C3CC3)c(C)c2)ccc1NC(=O)C1CC1,110,0.6
O=C(Cn1cc(SCc2ccccc2F)c2ccccc21)N1CCCCCC1,114,-0.1
Cc1ccc(NCc2ccccc2-c2nnc(-c3ccccc3Cl)o2)c(C)c1,106,0.2
CCCN1C(=O)c2cc(C(=O)Nc3ccc(OC)c(OC)c3)ccc2C1Nc1ccc(OC)c(OC)c1 (stereo not given),102,0.7
Cc1cccc2nc(CSc3nnc(CN4CCCC4)n3Cc3ccccc3)cc(=O)n12,107,0.5
CSC1=NCCN1C(=O)c1ccccc1,101,-0.3

# Continued, overlapping the part above by two compounds.
SMILES,PV pol inh,PV pol inh FP z-score
Cc1cccc2nc(CSc3nnc(CN4CCCC4)n3Cc3ccccc3)cc(=O)n12,107,0.5
CSC1=NCCN1C(=O)c1ccccc1,101,-0.3
NC(=O)CC1NC(=O)c2ccccc21 (stereo not given),98,-0.6
Cc1cc(-n2c(C)cc(C(=O)CSc3nnc(COc4ccccc4Cl)o3)c2C)no1,101,-0.3
CCc1cccc(NC(=O)CCn2c(=O)c3cccn3c3ccccc32)c1,103,0.5
CC(CC(=O)Nc1ccc(Cl)cc1)NCc1nnc2ccccn12 (stereo not given),98,-0.5
CC(C)CNC(=O)c1ccc2c(c1)[nH]c(=O)n2C(C)C,102,0.1
COc1ccc(NC(=O)C2CCN(c3cc(C)nc4c(-c5ccc(Cl)cc5)c(C)nn34)CC2)cc1,102,-0.9
COc1ccccc1NC(=O)c1c(NCc2ccc(OC)c(OC)c2OC)sc2c1CCC2,110,0.8
CCOCCc1nn2c(=O)cc(COC(=O)C3CCCCC3)nc2s1,108,0.3
Cc1ccc(Nc2c3c(nc4nncn24)CCC3)cc1,112,0.8
CCc1sc(Nc2ccc(Cl)cc2)nc1-c1cc2cccc(OC)c2oc1=O,111,0.8
COC(=O)c1ccc([C@H]2Nc3ccc(S(=O)(=O)Nc4ccc(C)cc4)cc3[C@H]3C=CC[C@H]32)cc1,120,1.5
CNC(=S)NC1CCS(=O)(=O)C1 (stereo not given),100,-0.3

# Reformatted: five of the compounds above.
Structure | PV pol inh | PV pol inh FP z-score
CCc1cccc(NC(=O)CCn2c(=O)c3cccn3c3ccccc32)c1 | 103 | 0.5
CC(CC(=O)Nc1ccc(Cl)cc1)NCc1nnc2ccccn12 (stereo not given) | 98 | -0.5
CC(C)CNC(=O)c1ccc2c(c1)[nH]c(=O)n2C(C)C | 102 | 0.1
COc1ccc(NC(=O)C2CCN(c3cc(C)nc4c(-c5ccc(Cl)cc5)c(C)nn34)CC2)cc1 | 102 | -0.9
COc1ccccc1NC(=O)c1c(NCc2ccc(OC)c(OC)c2OC)sc2c1CCC2 | 110 | 0.8

# Further structures follow.
SMILES,PV pol inh,PV pol inh FP z-score
Cc1ccccc1NC(=O)C(C)Sc1nc2ncccc2[nH]1 (stereo not given),102,0.2
CC(C)c1ccc(Nc2sc(C(=O)c3ccccc3)c(N)c2S(=O)(=O)c2ccccc2)cc1,106,-0.2
CCC(C)NC(=O)c1ccc(Sc2ccc(Cl)cc2)c(NC(C)=O)c1 (stereo not given),100,-0.7
CCOc1cccc(C2c3c(oc4ccc(F)cc4c3=O)C(=O)N2CCc2ccc(OC)cc2)c1 (stereo not given),108,0.5
CCCCc1c2c(nn1-c1ccccc1F)CC(c1ccccc1)CC2=O (stereo not given),107,0.5
COc1ccc(N=Cc2ccc(Br)s2)cc1,101,-0.3
CCN(CC)c1nc(C)nc2sc(C(=O)N3CCCCCC3)c(C)c12,104,1
Cc1ccc(S(=O)(=O)N2c3ccccc3S(=O)c3ccccc32)cc1,100,-0.4
Cc1cccc(CN2CCC(CNC(=O)c3c(C)oc4ncnc(N5CCCCC5)c34)CC2)c1,115,1.1
Oc1ccccc1-c1cc(-c2ccccc2)n[nH]1,102,0.8
O=C(c1cn[nH]c1C1CCNCC1)N1CCC(c2ccccc2)C1 (stereo not given),103,0.1
COc1ccc(N2CCN(c3ccc(NC(=O)C4CCCCC4)cc3C#N)CC2)cc1,99,-0.2
COc1ccc(S(=O)(=O)Nc2ccccc2C(=O)NC(C)C)cc1OC,103,0
CCCOc1ccc(CNC(=O)c2[nH]c3cc(OC)ccc3c2Sc2ccccc2)cc1,109,0.3
COc1ccccc1-c1cc2ccccc2oc1=O,105,1.8
CC(OC(=O)c1cccc(N(C)C)c1)C(=O)N1CCc2ccccc21 (stereo not given),106,0.4
O=C(O)CSc1nc2ccccc2o1,101,-0.1
COc1ccccc1CNC(=O)C(=O)NCC(c1cccs1)S(=O)(=O)c1cccs1 (stereo not given),104,-0.8
COc1cccc(C(=O)OC(C)C(=O)Nc2ccc(N(C)C)cc2)c1 (stereo not given),100,-0.5
CCN(C(=O)c1c(-c2c(Cl)cccc2Cl)noc1C)c1ccccc1C,102,0
c1csc(CNC2CCCC2)c1,100,-0.4
CC(OC(=O)c1ccccc1NS(C)(=O)=O)c1nnc(-c2cccs2)o1 (stereo not given),97,-1
CCc1cc2ccccc2nc1Cl,104,0.8
CCN1C(N)=C(C#N)C2(CCNCC2)c2nc(C)oc21,98,-0.2
CCCNC(=O)CC(c1cccs1)N1Cc2ccccc2C1=O (stereo not given),105,1.1
Cc1cnc(NC(=O)c2c(C)noc2C)s1,111,1.6
CCc1ccc(NC(=O)C(C)OC(=O)c2cccnc2Cl)cc1 (stereo not given),100,-0.5
CCOc1ccc(CNC(=O)C(C)n2ncn3cccc3c2=O)cc1 (stereo not given),112,0.3
COc1ccc(-c2onc(C)c2C)cc1S(=O)(=O)N(C)Cc1ccco1,110,0.8
O=C(Nc1ccc2c(c1)OCO2)NN1CCOCC1,98,-0.6
CCc1ccc(NC(=O)C2c3ccccc3C(=O)N(C)C2c2cccs2)cc1 (stereo not given),98,-0.3
O=C(c1ccc2c(c1)N(Cc1ccccc1)C(=O)c1ccccc1S2=O)N1CCCC1 (stereo not given),100,-0.5
CCC(C)c1ccc(NC(=O)c2ccc(N(CC)CC)cc2)cc1 (stereo not given),102,0
Cc1cccc(N2CCN(C(=O)CCNS(=O)(=O)c3ccc4c(c3)CCN4C(=O)C3CC3)CC2)c1C,102,-1.3
N=C1S/C(=C/c2ccco2)C(=O)N1c1nccs1,112,0.9
Cc1cccc(-c2nnn3c2nc(NCCc2ccc(S(N)(=O)=O)cc2)c2cc(Cl)ccc23)c1,105,0.2
N#CCn1cnc2c(cnn2-c2ccccc2)c1=O,101,-0.8
O=S(=O)(c1ccc(NC(=S)N2CCCC2)cc1)N1CCCCC1,101,-0.2
Cc1cc(Br)ccc1NC(=O)C1CC(O)CN1C(=O)OCc1ccccc1 (stereo not given),105,0.9
CCOC(=O)c1ccccc1NC(=O)CC(C)CC(=O)O (stereo not given),101,0.1
COc1ccc(CCNC(=O)CSc2nncn2C)cc1,102,0.1
CCc1ccccc1NC(=O)C1=CC(c2cccc(OC)c2)=NS(=O)(=O)N1C,102,-0.9
CCN(CC)C(=O)Cn1c(C)c(C#N)c2ccccc21,101,0
S=C(NCc1ccc2c(c1)OCO2)N(Cc1ccco1)Cc1cccs1,88*,-1.7*
C=CCn1c(NC(=O)COc2ccccc2)nc2ccccc21,103,0.4
Cc1sc2nc(CN3CCN(C(=O)c4ccco4)CC3)n(C(=O)c3ccco3)c(=O)c2c1C,104,0.4
CCC1C(=NO)C(CC)C(c2ccccc2)NC1c1ccccc1 (stereo not given),104,0.6
Cn1cccc1Cc1nnc(SCC(=O)Nc2ccc3c(c2)OCO3)n1-c1ccc(F)cc1,102,0.2

# Single records (already shown). Order of values: PV pol inh, PV pol inh FP z-score
# `C=CCn1c(NC(=O)COc2ccccc2)nc2ccccc21` in the list: 103, 0.4
# `CCC1C(=NO)C(CC)C(c2ccccc2)NC1c1ccccc1` (stereo not given) in the list: 104, 0.6

# In the list so far, these have a COOH group.
SMILES,PV pol inh,PV pol inh FP z-score
O=C(O)CNC(=O)CSc1ccccn1,104,0.1
O=C(O)CSc1nc2ccccc2o1,101,-0.1
CCOC(=O)c1ccccc1NC(=O)CC(C)CC(=O)O (stereo not given),101,0.1

# Remaining list, next part:
SMILES,PV pol inh,PV pol inh FP z-score
O=S(=O)(c1ccc(Cl)cc1)N1CCC2(CC1)OCCO2,103,0
CC(Oc1cccc2c1CCN(C)C2=O)c1ccccc1 (stereo not given),103,0.7
C=C(C)CSC1=C(C#N)C(C)(C)C(C#N)C(=O)N1 (stereo not given),101,-0.1
CC1CCC2(CC1)Nc1ccccc1C(=O)N2CCc1ccccc1 (stereo not given),99,-1
Cc1ccc2oc(-c3ccccc3)cc(=NCCO)c2c1,97,-1.3
CC(=O)Nc1sc2c(c(=O)c1O)CCCC2,101,0.3
CC(C)C(C)(C#N)NC(=O)CSc1nncn1C (stereo not given),110,1.2
CC1CN=C(N(Cc2ccccc2Cl)C(=O)Nc2cccc(Cl)c2)S1 (stereo not given),105,0.3
CCN(CC)c1ccc(/C=N/n2c(C)cc(C)cc2=O)cc1,103,0.6
O=C(Nc1ccc2c(c1)nc1n2CCCCC1)c1ccc(Br)o1,102,0.1
NC(=O)COC(=O)c1cc2c(s1)CCC2,92,-1.6
Cc1ccc(CN(Cc2ccco2)C(=O)c2ccccc2Cl)o1,111,0.7
O=C(Nc1ncnc2sccc12)c1cccs1,100,0
CC(C)c1nc2ccc(C(=O)NCc3ccc(N(C)C)cc3)cc2o1,110,0.6
CC1CC(C)CN(S(=O)(=O)c2ccc(-n3cccn3)cc2)C1 (stereo not given),103,0.2
Nn1c(Cn2ccnc2)nnc1Cn1ccnc1,105,0.2
COc1cc(S(=O)(=O)NCCc2c(C)[nH]c3ccc(C)cc23)ccc1Br,105,0.4
C=CCNC(=O)c1ccc(Cl)c(Cl)c1,106,1.3
CC1N(C)c2cc(CN3C(=O)c4ccccc4C3=O)ccc2C1(C)C (stereo not given),105,0.4
O=C(Nc1nccs1)c1ccc2c(=O)n3c(nc2c1)CCCCC3,96,-0.9
O=C(Nc1ccccc1Cl)c1ccc(F)c(S(=O)(=O)NCc2ccc(Cl)c(Cl)c2)c1,108,0
CNC(=O)Cn1ncc2c3ccccc3n(Cc3cc(C)ccc3C)c2c1=O,102,-0.3
CN(C)C(=O)c1ccccc1NC(=O)Nc1ccccc1,99,-1.3
O=C(c1ccccc1)N(c1ccc2oc3c(c2c1)CCCC3)S(=O)(=O)c1ccccc1,101,-0.1
O=C(CSc1nc2c(c(=O)n1-c1ccccc1)SCC2)Nc1nccs1,102,0.5
O=C(c1ccc2c(c1)N(Cc1ccccc1)C(=O)c1ccccc1S2=O)N1CCOCC1 (stereo not given),100,0
CC(=O)[O][Hg][c]1ccccc1,100,0.1
CC(C)C(=O)Nc1sc2c(c1C(=O)OCc1nnc3n(C)c(=O)c4ccccc4n13)CCC2,106,0.5
CC1CCCN(c2c(S(=O)(=O)c3ccccc3)cnc3ccc(Cl)cc23)C1 (stereo not given),104,-0.6
CCN(CC)S(=O)(=O)c1ccc(C(=O)N2CCN=C2SC)cc1,100,-1
CC(C)(C)c1ccc(C(=O)n2cc(Cl)cn2)cc1,100,-0.2
CC1CCCC(C)N1NC(=O)Cc1ccccc1 (stereo not given),102,0
COc1ccc(CN2C(=O)c3ccccc3C2=O)cc1C(=O)OCc1nnc(-c2ccccc2)o1,103,0
COc1cc(C)cc(CN2CC=C(c3ccccc3)CC2)c1O,101,-0.2
CCOc1ccc(NC(=O)C2CC(=O)N(c3ccc(C(C)C)cc3)C2)cc1 (stereo not given),107,0.5
CCS(=O)(=O)c1nc(S(=O)(=O)c2ccc(C)cc2)c(NCCCOC)s1,107,0.1
Cc1ccc(S(=O)(=O)NC2c3ccccc3Oc3ccccc32)cc1,104,0.5
CCOC(=O)c1c(C)[nH]c(C)c1S(=O)(=O)N1CCCC(C(=O)N2CCN(c3cc(C)ccc3C)CC2)C1 (stereo not given),98,-1.3
O=S(=O)(NCC(c1ccco1)S(=O)(=O)c1ccccc1)c1ccccc1 (stereo not given),103&106,-0.6&1.4
Cc1ccc(C(=O)OC2=C(c3ccccc3)C(=O)c3ccccc3C2=O)cc1,103,0.4
CC1SCC(NC(=O)c2ccc(Cl)cc2)CS1 (stereo not given),101,-0.3
CN(C)CCSc1nc2ccccc2[nH]1,101,-0.1
Oc1ccccc1-c1nc(/C=C/c2ccccc2Cl)nn1-c1ccccc1,105,0.1
Cc1ccc(/C=C/C(=O)NCCc2c[nH]c3ccccc23)o1,100,-0.2
COc1ccc(NC(=O)OCC(C)C)cc1OC,104,1
Nn1c(SCc2ccc(F)c3ccccc23)nc2ccccc2c1=O,102,-0.1
COc1cc(F)c(S(=O)(=O)Nc2c(C)n(C)n(-c3ccccc3)c2=O)cc1OC,100,-0.4
Cc1nn(CCO)c(N)c1C1(O)C(=O)N(C)c2ccccc21 (stereo not given),103,0.1
